Assay outcomes deposited in PubChem BioAssay by several laboratories.
WT yeast gro inh: growth inhibition of WT yeast, mitochondrial fusion screen | AID 1362 | mitochondrial fusion phenotypic screen, WT strain | 190,000 compounds, 2.1% hits | inhibition, % at 10 µM; in the data active means inhibition above about 58%; tested in S. cerevisiae
bCat nuc transl: modulators of beta-catenin nuclear translocation. HeLa beta-catenin nuclear translocation, immunofluorescence imaging. nuclear translocation activity, % at 5 µM. 190,000 compounds, 0.3% hits. AID 1665;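 active means nuclear translocation activity above 50% at 5 µM, with a well cell count of 50 or more; inconclusive means wells under 50 cells across six images, flagged as toxic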;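 further: per-cell ratio of nuclear to cytoplasmic median beta-catenin stain intensity; plate controls were DMSO negative control for no effect and GSK-3 inhibitor IX positive control for full effect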
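assay system = human HeLa cells, endogenous beta-catenin | times = compound treatment 24 h, 37°C, 5% CO2 | detection = Anti-beta-catenin immunofluorescence on PFA-fixed, Triton-permeabilized cells, DAPI nuclei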
HIV peptide binding: inhibitors of HIV fusion peptide binding, primary screen, biochemical, uHTS, fluorescence dequenching (AID 1986) | cell-free peptide binding, fluorescence dequenching, 30 min; higher % means a stronger effect | one-dose inhibition, % at 20 µM; IC50 in µM for titrated hits | 290,000 compounds, 0.3% hits; in the data active means inhibition mostly above about 52%, no sharp cut-off; inactive means mostly below about 76%; further: some results filed as inactive read as strong as hits
Autophagy mod: alters autophagy in cells; MEF GFP-LC3 puncta imaging; test concentration mostly 10 µM; calls only at 10 µM (by protocol); 190,000 compounds, 0.98% hits;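 active means percentage of spot-positive cells more than 3 SD above its plate mean, without a fluorescence outlier flag or 80% toxicity; inconclusive means no clear call, values can overlap the other calls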;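 further: spot-positive cell cutoff set from DMSO-treated cells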
AID2073: inhibitors of Mint1-CaV2.2 protein interaction, biochemical, HTRF (AID 2073). HTRF protein-protein interaction, Mint1-CaV2.2; higher % means a stronger effect. one-dose inhibition, % at 20 µM; IC50 in µM for titrated hits. 290,000 compounds, 0.19% hits; in the data active means inhibition mostly above about 51%, no sharp cut-off; inconclusive means no clear call, values can overlap the other calls; inactive means mostly below about 53%; further: some results filed as inactive read as strong as hits
MT stabilizer: microtubule stabilization, imaging screen; HeLa tubulin immunostaining HCS, 24 h; share of cells brighter than vehicle mean+2SD; % tubulin-high responders, % at 10 µM; 200,000 compounds, 0.83% hits;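 active means plate Z-score above 3 for both tubulin-high and condensed-nucleus cell shares, with cell loss under 80%, at 10 µM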;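 further: anti alpha tubulin signal scored within the nucleus-defined area of each cell; some results filed as inactive read as strong as hits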
Yfh1-off respiration: mitochondrial function rescue without frataxin homolog – Friedreich's ataxia, plus single-dose screen, dose response (AID 1465); S. cerevisiae Yfh1-off respiration, WST-1 reduction, 72 h; higher fold induction means a stronger effect; one-dose fold induction at 50 µM; EC50 in µM for titrated hits; 220,000 compounds, 0.074% hits;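 active means fold induction of absorbance versus untreated yeast above a set limit, then at least 30% activation at any dose in follow-up; inconclusive means repeats straddling the limit, or above it without dose testing; inactive means fold induction below the set limit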;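 further: activators that raise dye reduction in frataxin-depleted yeast; strong numbers were not always called active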
Dynein transport: dynein cargo transport inhibition; 3617.4 mouse cells, GR-EGFP nuclear translocation imaging; test concentration mostly 20 µM; stimulated with dexamethasone, 1 µM; stronger effect = lower value; AID 1381; 220,000 compounds, 0.47% hits; z-score, hits read low;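 active means plate z-score of nuclear minus cytoplasmic receptor signal below a set negative limit, without overly bright fluorescence or cell loss, cut at about -3.5 in these data, passing the limit was not always enough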;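 further: z-score of nuclear minus cytoplasmic ring GR-EGFP intensity difference per well; some compounds called inactive have numbers as strong as hits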
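Buffer or medium: tetracycline-free induction medium containing charcoal-stripped FBS / Reagent: dexamethasone agonist, 1.0 µM final, for 30 min / Technique: automated 10x imaging of fixed Hoechst-stained cells / Times: induction 48 h, compound 1 h, agonist 30 min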
Ins promoter up: MIN6 insulin promoter up-regulation | AID 1625 | z-score at 5 µM | MIN6 insulin promoter-GFP reporter, high-content imaging; stronger effect = higher value | 190,000 compounds, 0.3% hits;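 active means z-score above 3 at 5 µM with at least 500 cells counted in the well; inconclusive means wells under 500 cells, flagged as cytotoxic or low count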
WT yeast gro inh mutant strain: also measured in WT yeast gro inh; calls as there; inhibition, %; mitochondrial fusion phenotypic screen, mutant strain inhibition
Dynein transport cytoplasmic EGFP: recorded beside Dynein transport, whose call it bears; z-score; measured here: cytoplasmic GR-EGFP intensity; stronger effect = higher value
Dynein transport nuclear GR-EGFP: second read-out of Dynein transport, no call of its own (marks repeat the call); z-score; measured here: nuclear GR-EGFP intensity;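 lower value marks the stronger effect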
Dynein transport cell count: second read-out of Dynein transport, no call of its own (marks repeat the call); z-score; measured here: cell count per field
Ins promoter up cell count: further read-out of Ins promoter up, marked with its call; cell count; measured here: cytotoxicity, nuclei count;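 total cells summed across four imaged fields per well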
bCat nuc transl cell count 5 µM: further read-out of bCat nuc transl, marked with its call; cell count; measured here: cell count, cytotoxicity flag
MT stabilizer Hoechst-high %: further read-out of MT stabilizer, marked with its call; % Hoechst-high responders; measured here: nuclear condensation Hoechst responders;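 share of cells brighter than vehicle mean plus two SD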
MT stabilizer cytotoxicity %: also measured in MT stabilizer; calls as there; toxicity, %; measured here: cytotoxicity by cell density;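 0% = mean cell density of plate MIN control wells and 100% = no cells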
Autophagy mod cell loss 18 h: further read-out of Autophagy mod, marked with its call; toxicity, %; measured here: cell loss, nuclei count;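 cell loss after 18 h compound exposure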
* = called active by the depositor; i = inactive; u = inconclusive; x = not tested or not shown.

SMILES	WT yeast gro inh	WT yeast gro inh mutant strain	bCat nuc transl	bCat nuc transl cell count 5 µM	HIV peptide binding	Autophagy mod	Autophagy mod cell loss 18 h	AID2073	MT stabilizer	MT stabilizer Hoechst-high %	MT stabilizer cytotoxicity %	Yfh1-off respiration	Dynein transport	Dynein transport cytoplasmic EGFP	Dynein transport nuclear GR-EGFP	Dynein transport cell count	Ins promoter up	Ins promoter up cell count
Cc1n[nH]c(C)c1S(=O)(=O)N1CCCC(C(=O)NCc2ccccc2Cl)C1 (stereo not drawn)	-11	-18	0.0	426	-3.5%	i	-14	1%	5.6	1.9	10	i	0.8	-0.26	1.1	-0.44	0.39	1157
CC(=O)Oc1ccc2c(=O)c(/C=N/c3cc(=O)[nH]c(=S)[nH]3)coc2c1	x	x	0.1	990	8.4%	x	x	23%	x	x	x	i	2.2	-0.26	1	-0.51	-0.28	1430
Cc1ccc(OCCN2CCN(c3ncnc4sc(C)c(C)c34)CC2)cc1	49	45	-9.7	1248	0.1%	i	21	4%	0.9	1.4	7.1	i	-0.85	-0.18	-0.55	0.46	x	x
CCOc1cc(OCC)cc(C(=O)NC(=S)Nc2cccc(C(F)(F)F)c2)c1	2	10	-0.5	1408	3.0%	i	-11	-16%	2.2	2.0	10	x	0.14	-0.17	0.45	0.039	0.34	1306
CC(=O)Nc1nonc1-n1nnc(C(=O)NCc2ccccc2)c1C	7	13	0.1	936	-1.6%	i	-6	3%	4.3	2.1	4.7	i	3.5	0.14	3.3	-2.9	-0.26	967
O=C(OC1CCOC1=O)c1ccc2ccccc2n1 (stereo not drawn)	-5	4	-2.2	1137	0.7%	i	2	11%	2.1	1.6	11	i	0.52	-0.29	-0.5	0.51	0.17	1901
O=S1(=O)CCN(Cc2cccc(Cl)c2)CC1	11	0	x	x	0.6%	i	16	-2%	2.6	2.0	6.9	i	0.71	-0.16	0.63	0.54	x	x
O=[N+]([O-])C1=CC=C2C(=NC3(CCCCC3)N2O)C1=NCCc1ccccc1	20	14	1.4	1056	2.6%	i	3	13%	2.1	2.8	8.6	i	-1.5	-0.13	-0.78	1.1	-1	1248
COc1ccc(CNC(=O)c2ccc(Br)cc2)cc1	7	-17	-0.5	1082	0.8%	i	-18	1%	2.7	1.4	15	i	-0.85	-0.3	-0.34	0.43	0.05	1483
CCC1C(=O)N=C(SCC(=O)Nc2ccc(C(=O)OC)cc2)NC1=O (stereo not drawn)	1	-5	-2.5	1385	-1.0%	i	-1	-7%	1.8	1.8	6.8	i	-0.32	-0.21	-0.17	0.42	2.2	1568
O=C(c1ccccc1)c1ccc(CN2C(=O)c3ccccc3C2=O)o1	-6	-9	-1.1	1183	-1.6%	i	-3	-3%	2.2	1.4	3.3	i	-0.86	-0.28	-0.4	0.25	0.79	1237
CC(C)(C)OC(=O)N1CCOCCOCCN(C(=O)OC(C)(C)C)CCOCC1	4	-20	-1.2	926	2.2%	i	7	-1%	3.6	2.1	6.1	i	-0.69	-0.15	-0.064	-0.11	0.07	1247
O=C(O)c1ccc(Nc2cnc3ccccc3n2)cc1	8	2	-1.5	1099	-0.1%	i	-9	1%	3.1	2.9	2.2	i	-0.23	-0.22	-0.087	1.1	0.23	1273
C#CC(C)(C)NC(=S)NC1CC2C=CC1C2 (stereo not drawn)	x	x	0.0	1303	0.6%	x	x	44%	x	x	x	i	-0.28	-0.27	0.31	0.16	x	x
CC(=O)c1c(C)[nH]c(C(=O)CSc2nnc(-c3cccs3)n2Cc2ccccc2)c1C	-9	-1	2.1	952	-2.5%	i	3	-13%	3.2	2.2	9.9	i	0.4	-0.24	0.7	-0.13	x	x
CCOc1ccccc1CN1CCN(C2CCN(c3ccccc3F)CC2)CC1CCO (stereo not drawn)	-6	13	0.0	1059	-0.3%	i	-4	-9%	3.2	3.5	6.8	i	0.47	-0.37	0.031	-0.31	-0.02	1585
Cc1ccc(-c2nn(-c3ccccc3)cc2CSC(=N)N)cc1	81*	-0.3*	-2.3	1344	-4.2%	i	0	-35%	1.0	1.6	9.8	i	0.85	0.17	0.24	-1.4	-0.56	1435
CC(=O)C1=NN(c2ccccc2)C(c2cccs2)N1c1ccccc1 (stereo not drawn)	29	20	x	x	0.1%	i	-4	6%	2.0	1.4	8.4	i	-0.7	0.34	-0.11	0.35	-0.65	1041
O=C(NCCN1CCOCC1)c1ccc2c(c1)N(Cc1c(F)cccc1Cl)C(=O)c1ccccc1S2	-2	-13	-1.4	1082	-2.0%	i	30	-11%	4.3	1.8	9.6	i	0.15	-0.3	0.39	0.07	0.73	1255
O=c1cc(O)nc(SCc2ccccc2Cl)[nH]1	-10	0	x	x	22%	i	13	33%	4.9	3.0	4.5	i	-0.48	0.022	0.055	-0.2	x	x
Cc1cn(C(=O)CN2C(=O)c3ccccc3C2=O)c(C)n1	-20	-16	x	x	-1.6%	i	-3	-5%	3.0	1.6	3.1	i	0.061	0.15	-0.57	0.9	0.25	1336
COCCSc1ccccc1C(=O)Nc1ccncc1	6	-8	-1.4	1048	-0.4%	i	2	-7%	3.9	2.3	4.5	i	0.25	-0.26	-0.099	0.84	0.66	1293
O=C(Cc1ccccc1)Nc1ccc(N2CCCCC2)cc1	13	-9	-1.5	1158	-0.6%	i	-6	-10%	4.3	1.8	2.7	i	0.69	-0.19	0.44	-0.35	-0.06	1357
COc1ccc2cc(-c3[nH]ncc3CN3CCCC3c3nonc3C)ccc2c1 (stereo not drawn)	-3	1	2.1	1513	2.9%	i	-2	14%	11*	18*	18*	i	-0.5	-0.31	-0.2	1	-0.98	1332
CCc1ccc(C2C3=C(CCCC3=O)OC3=C2C(=O)CCC3)cc1	-23	6	0.8	541	-1.5%	i	-4	-2%	3.0	3.2	8.2	i	-0.26	-0.15	0.51	0.27	-0.61	1268
Cc1ccccc1-c1ccc(=O)n(CC(=O)Nc2ccc(-n3cnnn3)cc2)n1	x	x	1.0	1319	0.2%	x	x	8%	x	x	x	i	-0.32	-0.16	0.61	-1.1	-0.56	1043
O=C1c2ccccc2C(Nc2cccnc2)N1Cc1ccc2c(c1)OCO2 (stereo not drawn)	3	-4	-2.4	1127	0.2%	i	21	7%	2.7	2.0	1.7	i	-0.65	-0.24	-0.019	0.37	x	x
Cc1nn(C)c(C)c1S(=O)(=O)N(CC(=O)NCCCOC(C)C)c1ccc(C(C)C)cc1	6	22	5.2	1317	0.8%	i	-12	1%	3.2	2.2	3.3	i	-0.44	-0.35	0.011	0.099	-1.4	1198
C/C(=C\c1ccco1)CN1CCN(Cc2ccc(C)o2)C(CCO)C1 (stereo not drawn)	-11	3	-0.6	1514	-0.6%	i	-1	-4%	3.9	1.6	11	i	-0.052	-0.25	-0.3	-0.42	-0.26	1349
CCN(Cc1ccncc1)C(=O)c1ccccc1NS(=O)(=O)c1ccc(F)cc1	-6	0	-0.5	1097	0.9%	i	-1	22%	3.3	3.5	1.3	i	-0.31	-0.38	0.17	0.65	0.96	1002
Cc1ccc2n(n1)c(=O)c(Cc1ccccc1)c([O-])[n+]2-c1ccccc1	9	9	-5.0	512	-3.2%	i	7	16%	5.6	0.8	0.2	i	0.73	-0.27	0.44	0.2	-0.42	1283
CCOC(=O)c1[nH]ncc1CN1CCC(Cc2ccccc2)(C(=O)OCC)CC1	x	x	-0.7	1301	-1.4%	x	x	1%	x	x	x	i	-0.017	-0.17	0.44	0.6	-0.08	1088
Cc1cccc(OCC(=O)Nc2nnc(-c3ccco3)s2)c1	0	-13	-2.0	1160	9.5%	i	2	u	2.5	2.8	8.6	i	-0.0038	-0.28	0.098	0.21	-0.26	1240
Cc1ccc(C(O)c2nccn2C)o1 (stereo not drawn)	15	-1	-8.6	838	-2.4%	i	2	6%	4.3	2.3	6.2	i	-0.66	-0.19	-2.7e-05	0.53	0.6	1142
Nc1o[nH]c(=O)c1Cc1ccccc1	x	x	-1.5	1393	-0.5%	x	x	8%	x	x	x	i	-0.55	-0.21	0.32	-0.57	0.19	971
O=C(CNc1ccc(Br)cc1)NNC1=NCCC1	-4	-16	-4.2	662	2.3%	i	-7	-2%	3.3	3.2	1.3	i	-1.3	-0.26	-0.038	2.2	0.32	1351
CC1CCC2(CC1)NC(=O)N(Cc1nc(-c3ccccc3)no1)C2=O (stereo not drawn)	14	-6	-0.9	647	0.9%	i	-17	-1%	1.2	1.7	0.7	x	-0.21	-0.24	0.095	0.27	0.66	1042
CCOC(=O)c1ccccc1NC(=O)c1ccccc1NS(C)(=O)=O	-28	-9	0.1	1160	-0.5%	i	6	15%	2.3	1.5	2.5	i	-0.55	-0.23	-0.29	0.3	1.3	1295

Look-ups from above:
C/C(=C\c1ccco1)CN1CCN(Cc2ccc(C)o2)C(CCO)C1 (stereo not drawn) | WT yeast gro inh mutant strain: 3
Cc1nn(C)c(C)c1S(=O)(=O)N(CC(=O)NCCCOC(C)C)c1ccc(C(C)C)cc1 | WT yeast gro inh mutant strain: 22
